Vif inh: HIV Vif inhibition; inhibition, % at 7.49 µM; HEK293T cells, Vif self-association by quenched fluorescence, imaging, 24 h; AID 602346; 340,000 tested, 0.35% active; in the data active = inhibition above about 50%, passing the limit was not always enough; inconclusive = no clear call, values can overlap the other calls; inactive = below about 31%; also: some results filed as inactive read as strong as hits
NR2E3 ag-1: activates human NR2E3 receptor; 360,000 tested, 0.35% active; Q9Y5X4; AID 602229; inhibition of corepressor binding, % at 3.98 µM; CHO-S Gal4-NCOR/VP16-NR2E3 two-hybrid, luciferase;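 active = inhibition above the mean of all tested compounds plus 3 SD, cut at about 70% in these data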;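 also: 0% = DMSO with NR2E3 transfected cells and 100% = cells lacking NR2E3 construct; higher means lower luciferase signal from less NR2E3 corepressor binding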
Target sequence (Q9Y5X4 whole entry, looked up, the tested form may be a part): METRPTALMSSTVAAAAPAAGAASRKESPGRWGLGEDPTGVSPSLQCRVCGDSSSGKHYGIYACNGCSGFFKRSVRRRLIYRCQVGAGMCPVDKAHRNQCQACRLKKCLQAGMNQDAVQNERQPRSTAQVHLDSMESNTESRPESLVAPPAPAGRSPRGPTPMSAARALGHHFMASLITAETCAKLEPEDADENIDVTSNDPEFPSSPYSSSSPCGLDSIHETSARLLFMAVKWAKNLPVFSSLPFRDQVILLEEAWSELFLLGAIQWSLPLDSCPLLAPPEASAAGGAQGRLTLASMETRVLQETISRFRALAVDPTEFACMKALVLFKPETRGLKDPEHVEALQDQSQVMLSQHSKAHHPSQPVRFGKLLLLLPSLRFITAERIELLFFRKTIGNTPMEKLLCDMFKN
aDG glyco act: alpha-DG glycosylation activation. Pro5-aDG cells, alpha-DG glycosylation AlphaScreen (IIH6); 0% Pro5, 100% B10-LARGE cell signal. activation, % at 10 µM. 360,000 tested, 0.22% active. AID 624168;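 active = activation of at least 8% versus controls, or a plate z-score of at least 8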;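 also: Pro5 are CHO cells carrying HIG-tagged alpha-DG that lacks glycosylation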
TRPM1 prom inh: inhibitors of MITF-driven TRPM1 promoter in melanoma cells. inhibition, % at 12.5 µM. AID 488899. 330,000 tested, 0.83% active. SK-MEL-5 TRPM1 promoter luciferase, 24 h;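 active = mean inhibition across replicates of 60% or more, whatever share of single replicates reaches that level; inconclusive = some that reach 60%, reason not given; inactive = mean inhibition across replicates below 60%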; also: values of inactives mirror those of a sister screen read the other way
CaV13 ICDI inh: Disruptors of the CACNA1D IQ motif to Ca2+-dependent inactivation inhibitor domain association, primary screening, Förster resonance energy transfer in intact living …. HEK cells, CFP/YFP FRET ICDI-IQ, plate reader, 10 min; percent FRET-ratio fall versus neutral wells. AID 743397. 340,000 tested, 0.098% active. inhibition, % at 12.3 µM;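 active = mean replicate inhibition of at least 30% and at least 1% of replicates passing that level; inconclusive = only one of the two criteria is met; inactive = neither criterion is met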;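 also: 0% = median of the neutral control wells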
PDI inh: PDI (human) enzyme inhibition | P07237 | PDI insulin aggregation turbidity, A650, 90 min | inhibition, % at 10 µM | 350,000 tested, 0.052% active | AID 588391;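 active = mean inhibition across replicates of 30% or more, whatever share of single replicates reach that level; inconclusive = mean inhibition below 30% while every single replicate reaches 30%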;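 also: absorbance from insulin aggregation driven by PDI reduction with DTT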
Target sequence (P07237 whole entry, looked up): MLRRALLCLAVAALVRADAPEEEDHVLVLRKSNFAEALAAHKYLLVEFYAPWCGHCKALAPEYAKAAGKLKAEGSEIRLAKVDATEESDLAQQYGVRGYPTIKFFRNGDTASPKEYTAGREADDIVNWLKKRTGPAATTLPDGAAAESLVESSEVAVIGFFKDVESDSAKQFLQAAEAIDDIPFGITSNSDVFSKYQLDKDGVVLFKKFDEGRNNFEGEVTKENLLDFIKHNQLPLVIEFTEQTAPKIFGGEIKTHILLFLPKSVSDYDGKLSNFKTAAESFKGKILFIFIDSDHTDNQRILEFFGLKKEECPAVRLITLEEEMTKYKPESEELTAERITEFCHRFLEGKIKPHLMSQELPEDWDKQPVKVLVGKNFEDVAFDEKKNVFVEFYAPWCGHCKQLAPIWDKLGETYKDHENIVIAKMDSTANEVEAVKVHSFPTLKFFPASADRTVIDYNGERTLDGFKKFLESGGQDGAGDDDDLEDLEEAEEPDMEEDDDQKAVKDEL
Peg3 promoter: reduces Peg3 promoter-driven luciferase expression in HeLa; HeLa PEG-Prom luciferase reporter, luminescence, overnight; inhibition, % at 20 µM; 360,000 tested, 1.7% active;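 active = inhibition of at least 50% at 20 µM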
NR2E3 ag-2: agonists of human nuclear receptor NR2E3; GST-NR2E3/biotin-RetCOR TR-FRET, 1536-well; Q9Y5X4; AID 2300; inhibition of corepressor binding, % at 4.78 µM; 320,000 tested, 0.12% active;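 active = percent inhibition above the cutoff of mean plus 3 SD of all tested compounds, set per screening campaign, cut at about 20% in these data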;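 also: 0% = DMSO wells and 100% = biotin wells as full block of FRET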
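Assay system: NR2E3–RetCOR corepressor complex. Quantity: 1.35 nM GST-NR2E3. Buffer or medium: pH 7.5 Tris-based buffer. Reagent: biotinylated RetCOR corepressor at 7 nM final. Schedule: 5 h at 4 °C. Detection: TR-FRET, emission read at 617 and 671 nm. Replicates: one well per compound, singlicate testing.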
HIF-2a inh: blocks HIF-2a reporter activity; 786-0 RCC cells HIF-2a reporter, luciferase luminescence, overnight; inhibition, % at 18.8 µM; 360,000 tested, 0.72% active; AID 624352;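 active = inhibition of the luminescence signal of 40% or more relative to plate controls, in a single-dose primary screen at 18.75 µM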
Exocytosis inh: lytic granule exocytosis inhibition. TALL-104 LAMP-1 surface exposure, flow cytometry; cells stimulated with thapsigargin and PMA. inhibition, % at 10 µM. 360,000 tested, 0.66% active;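 active = inhibition above about 55%, limit read from the data; inconclusive = no clear call, values can overlap the other calls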
hiPSC survival: hiPSC single-cell survival enhancement; survival enhancement, % at 20 µM; 360,000 tested, 0.044% active; ATPlite luminescence; 100% = ROCK inhibitor wells, 0% = DMSO; in the data active = survival enhancement above about 18%;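 also: cells exposed to compounds for 16 hours before the ATP read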
Active calls of the source: *; ? = inconclusive; · = not tested or not shown.

SMILES	Vif inh	NR2E3 ag-1	aDG glyco act	TRPM1 prom inh	CaV13 ICDI inh	PDI inh	Peg3 promoter	NR2E3 ag-2	HIF-2a inh	Exocytosis inh	hiPSC survival
C=CCN1C(=O)c2ccc(C(=O)N(C)CC(=O)Nc3c(C)cccc3C)cc2C1=O	-5	4	0.2	-10	-6	-15	-9	-5	-11	-2	-0.3
CC(=O)N1CCN(S(=O)(=O)c2ccc(Cl)cc2F)CC1	2	-12	-0.2	9	-2	2	19	3	10	1	-0.5
Cc1ccc(NC(=S)N2CCC(NC(=O)c3ccc(F)cc3)CC2)cc1	3	13	-0.1	1	-5	-10	7	1	-2	-9	-0.3
Cn1c(=O)c(=O)n(C)c2cc(S(=O)(=O)N3CCN(Cc4ccccc4)CC3)ccc21	3	20	0.0	-2	-5	-5	10	1	20	0	-1.4
CN(CC(=O)Nc1ccc(F)c(F)c1F)C(=O)c1ccc2c(c1)OCCO2	4	-9	0.2	-11	-5	-4	-41	4	-41	0	0.0
CC(O)(CS(=O)(=O)c1ccc(Br)cc1)c1ccccc1 (stereo unspecified)	14	2	0.1	0	-19	-2	14	-2	17	-5	-0.8
C=CCN1CCCC1CNC(=O)c1cc2[nH]nnc2cc1OC (stereo unspecified)	-1	-2	0.1	3	-5	0	-6	0	-2	-4	-2.4
O=C(Cc1ccccc1)NC1CCN(Cc2ccccc2)CC1	6	13	-0.2	8	-4	-2	2	0	15	1	2.1
CC1(C(=O)Nc2cccc3cccnc23)CCN1Cc1ccc(-c2ccccc2)o1 (stereo unspecified)	·	4	0.0	·	-6	3	15	·	11	1	-1.7
CCN(CC)S(=O)(=O)c1ccc(C(=O)Nc2nnc(CSC)o2)cc1	-2	-1	0.0	-11	-4	2	0	1	7	1	0.7
O=C(Nc1ccccc1)C(c1ccccc1)C1CCCC1 (stereo unspecified)	-17	6	0.5	14	-2	28	8	·	16	-13	-1.8
Cc1ccc(SCC(=O)OC(C)C(=O)NCc2ccccc2)cc1 (stereo unspecified)	-3	-6	-0.3	1	-14	-7	-6	-2	2	3	-0.1
CC1(C)NC(=O)NC2(C)NC(=O)NC(C)(C)C12 (stereo unspecified)	5	-6	0.0	2	-3	8	-2	-2	14	0	-1.9
O=C1CN(C(=O)CNC(=O)c2cccc(Cl)c2)c2ccccc2N1	10	-8	0.3	-7	-6	7	4	0	9	-1	2.7
N#Cc1ccccc1OCC(=O)N(Cc1nnc(-c2ccccc2Cl)o1)C1CC1	2	-11	0.2	-1	-6	-9	-3	2	-12	1	-0.4
Cc1noc(C)c1CSCC(=O)Nc1nc2ccccc2s1	·	-2	0.2	5	-2	-2	-34	-5	-24	12	-0.3
CCc1ccccc1NC(=S)N(CCN1CCOCC1)Cc1ccccc1F	-5	5	0.0	-3	-3	-8	16	3	16	-2	-0.7
COc1cccc(NC(=O)CCNS(=O)(=O)c2ccc3c(c2)oc(=O)n3C)c1	-5	-10	-0.1	-10	-2	6	8	1	1	-4	-0.6
O=C1C2CCCN2C(c2cccc(Br)c2)N1c1ccc(F)cc1 (stereo unspecified)	16	-9	0.0	6	-2	·	4	3	5	-2	0.1
COC(=O)/C(C#N)=C/c1c(N2CCN(Cc3ccc4c(c3)OCO4)CC2)nc2c(C)cccn2c1=O	-16	1	0.0	11	-6	-5	12	4	20	2	0.7
CCOC(=O)N1CCN(c2c(-c3ccc(C(C)C)cc3)c(=O)c2=O)CC1	-5	-11	3.4	19	-4	-4	3	3	1	-7	-0.2
Cn1cnc([N+](=O)[O-])c1C(=O)Nc1cccc([N+](=O)[O-])c1	1	11	0.4	1	-3	-6	17	-4	8	-2	-0.6
CC1(C(=O)NS(=O)(=O)c2ccc(C#N)cc2)CCN1C(=O)c1cccc2ccccc12 (stereo unspecified)	-1	-11	-0.1	·	-9	-7	6	·	7	0	-3.1
CCOC(=O)c1sc2nc(NC(=O)COc3ccccc3)sc2c1C	0	-4	-0.1	5	-6	·	-53	5	-119	14	-2.3
O=C(COc1ccccc1Cl)NNC(=O)c1ccc(-n2cncn2)c([N+](=O)[O-])c1	1	-9	0.1	5	-7	5	14	1	-2	0	2.4
CC(C)Cc1nc(N2CCC(C(N)=O)CC2)c2nnn(Cc3ccccc3)c2n1	-4	-25	0.0	5	-7	1	28	6	10	4	-0.5
C=CCn1c(SCC(=O)NNC(=O)Nc2ccc(C)cc2)nnc1-c1ccccc1	-3	11	-0.1	2	-20	-9	-3	1	9	7	0.5
O=C(O)c1ccc(NC(=S)NC(=O)c2ccc3ccccc3c2)cc1	5	-57	0.1	-3	-5	-11	-173	1	-142	0	-0.3
CCC(=O)Nc1ccc(Cl)c(NC(=O)c2ccc([N+](=O)[O-])cc2)c1	-16	16	-0.2	3	-4	-13	14	5	8	1	-0.8
CS(=O)(=O)c1ccc2nc(NC(=O)CCNC(=O)c3ccccc3Cl)sc2c1	10	3	-0.3	-10	-6	-3	-9	0	10	-1	-0.2
Cc1cccc(NC(NC(=O)Cc2ccccc2)C(Cl)(Cl)Cl)c1 (stereo unspecified)	3	8	0.2	-6	-2	4	25	-5	25	0	2.0
COc1ccc(NC(=O)C2CCCN(S(=O)(=O)c3ccc4c(c3)CCCN4C(C)=O)C2)cc1 (stereo unspecified)	7	35	0.2	6	-6	13	4	-2	8	-2	-0.4
Cc1c(Br)c(C(F)(F)F)nn1CC(=O)N(C)C1CCCCC1	-6	-16	0.0	5	-4	-16	14	1	-2	-3	-0.4
Cc1ccc(S(=O)(=O)N2[C@@H](c3ccc(F)cc3)C(C(=O)O)=CC[C@H]2c2ccc3c(c2)OCO3)cc1	·	7	-0.1	2	-5	-1	-2	2	8	-4	2.7
CC(C)CCNC(=O)c1nn(Cc2ccccc2)c(=O)c2ccccc12	-4	-7	0.1	5	-7	-1	18	1	8	4	0.1
Cc1ccc(/C=N/Nc2nc3ccccc3[nH]2)s1	-9	-51	-0.1	-36	-3	1	-241	-9	-190	-2	-3.0
CC(=O)Nn1cnc2c(c1=O)C1(CCCC1)Cc1ccccc1-2	31	10	0.0	2	-5	5	41	-5	22	9	0.1
O=c1nc2sc3ccccc3n2c(=O)n1-c1cccc(Cl)c1	-1	-113	0.4	-69	·	1	-172	1	-262	-4	1.8
CCOC(=O)C1(CCCc2ccccc2)CCN(C(=O)C2=C(C)OCCO2)CC1	-4	0	-0.3	2	3	-1	13	·	-1	4	-2.0
CCOC(=O)c1c(N)sc2c1CCSC2	0	-14	0.4	8	1	2	0	2	-5	1	10
Cc1ccccc1NC(=O)c1cc2c(=O)n3cccc(C)c3nc2s1	17	-42	-0.1	6	-4	-11	2	4	-34	-8	-0.5
OC(CNCCN1CCNCC1)Cc1ccccc1 (stereo unspecified)	3	-11	-0.2	-1	-6	0	-7	·	5	-2	1.2
O=C1N(Cc2cccnc2)C[C@@H]2C[C@@H](c3ccc4nonc4c3)N3CCC[C@@]123	-12	0	0.1	-5	-4	3	7	1	16	9	-0.8
COc1ccc(/C=N/NC(=O)Nc2nonc2N)cc1	·	-2	-0.1	-60	·	11	-106	-2	-141	-1	0.7
CCC(=O)c1ccc(OC(=O)c2ccc(Br)o2)cc1	-9	-8	-0.3	5	·	-1	1	0	14	7	0.8
CC(=O)Nc1ccc(S(=O)(=O)Nc2ccc(S(=O)(=O)Nc3nc(C)cc(C)n3)cc2)cc1	22	-32	-0.1	2	-4	-1	0	2	11	-19	0.3
COc1ccc(-c2ccc(C(=O)NCc3ccc(N(C)C)cc3)c3occc23)c(C)c1	-10	-65	-0.3	·	-7	-2	-109	·	-162	-1	-1.2
O=C(c1cc(S(=O)(=O)N2CCOCC2)ccc1Cl)N1CCc2ccccc2C1	2	-6	0.1	3	-3	-12	18	2	14	-2	0.2
COc1ccc(NC(=S)NC(NC(=O)c2ccc(Cl)cc2Cl)C(Cl)(Cl)Cl)c([N+](=O)[O-])c1 (stereo unspecified)	-4	-11	-0.1	-14	-8	0	-72	-2	-150	-4	-1.0
COc1cc(CN2C[C@@H](CO)O[C@@H](n3cnc4c(NCCCO)ncnc43)C2)cc(OC)c1OC	-5	-3	-0.2	·	-10	4	-10	·	-7	-5	0.4
Fc1ccc(/C=N/N2CCN(Cc3ccccc3)CC2)cc1	?	-2	0.0	-17	-6	-4	-45	6	-91	-1	0.5
O=C(CCC(=O)N1CCCC1)Nc1ccc([N+](=O)[O-])cc1	1	-32	-0.1	9	6	-1	7	4	17	-1	-0.4
CCN1/C(=C2\SC(=S)N(Cc3ccccc3)C2=O)Sc2ccccc21	2	9	-0.1	-12	-3	-2	1	1	18	-8	-1.0
COc1cc(-c2cnc3c(NC=O)cc(-c4ccsc4)cn23)cc(OC)c1OC	-10	-10	-0.4	·	-6	1	76*	·	-25	17	-0.6
COc1cc(OC)c(OC)cc1/C=C(\C#N)C(=O)NCc1cccs1	-5	-47	0.0	6	-7	2	2	·	8	0	-0.2
O=C(NCc1ccc2c(c1)OCO2)c1cc2ncc(Br)cn2n1	·	-9	0.5	3	0	-2	-2	0	-6	2	5.6
O=C(O)c1cc(-c2ccc(/C=N/NC(=S)Nc3ccccc3)o2)ccc1Cl	3	-53	-0.4	2	-4	6	12	0	-14	-4	-1.0
CCOC(=O)c1[nH]c(C)c(CN(CCc2ccccc2)C(=O)CCC(=O)O)c1C	3	-32	0.2	11	-4	5	12	2	8	1	0.4
Cc1ccc(-c2cc(C(=O)Nc3ccccn3)c3ccccc3n2)o1	-11	-13	-0.4	-1	-9	4	5	-3	6	88*	-1.0
FC(F)(F)c1ccccc1Cc1c(-c2cccc(Br)c2)nc2ccc(Br)cn12	·	-7	0.0	·	-11	·	-77	·	-102	-3	-1.1

Next section:
SMILES	Vif inh	NR2E3 ag-1	aDG glyco act	TRPM1 prom inh	CaV13 ICDI inh	PDI inh	Peg3 promoter	NR2E3 ag-2	HIF-2a inh	Exocytosis inh	hiPSC survival
COCCn1c(SCC(=O)Nc2cccc(C)n2)nnc1-c1ccco1	2	-1	-0.2	8	1	7	6	-2	14	-4	-0.3
CCOC(=O)C(CC1=CS(=O)(=O)c2ccc(Cl)cc21)(NC(C)=O)C(=O)OCC	4	-1	-0.1	·	-15	17	11	·	10	-2	1.7
CCOc1ccc(C(=O)NC(=S)Nc2ccccc2OC)cc1[N+](=O)[O-]	2	9	-0.1	-2	-3	-10	3	-2	10	-2	3.8
COc1ccc(CCNC(=O)CSc2nc3sc(C(=O)O)c(C)c3c(=O)[nH]2)cc1OC	0	-27	0.2	11	-6	-10	18	6	10	1	-0.1
COc1ccc(Nc2nc(N3CCCC3)nc3ccccc23)c(OC)c1	·	-31	0.3	-11	-4	-2	46	0	22	8	0.4

Screens deposited in PubChem by several laboratories.
